# DAX1 inh-1 – NR0B1 (DAX1) inhibition; inhibition, % at 6.75 µM; HEK293 Gal4-DAX1 luciferase reporter, luminescence; P51843; AID 504766; actives 0.99% (n = 340,000);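 active = inhibition above the mean over all tested compounds plus 3 SD, cut at about 4.2% in these data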;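 note: 0% = DAX1-transfected cells with DMSO and 100% = empty-vector control cells with DMSO; inhibition shows as a rise in luminescence from relieved DAX1 repression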
# FXN GAA850 act – frataxin GAA850 promoter activation | HEK293 lucGAA850 FXN promoter luciferase reporter, 24 h; percent of 10 µM SAHA response | activation, % at 6 µM | actives 0.56% (n = 360,000) | AID 540364;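 active = activation above the average of all compounds screened plus 3 SD, cutoff fixed separately per campaign, cut at about 7.5% in these data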;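 note: 0% = DMSO wells and 100% = 10 µM SAHA wells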
# PLC-beta3 inh – inhibitors of human phospholipase C beta3 | Q01970 | Purified PLC-beta3, fluorogenic substrate, fluorescence | inhibition, % at 12.2 µM | actives 0.18% (n = 370,000) | AID 720704; in the data active = inhibition above about 11%;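 note: 0% = median of compound wells on plate and 100% = full blocker control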
# PLC-gamma1 inh – inhibitors of human phospholipase C gamma1. actives 0.84% (n = 370,000). inhibition, % at 12.2 µM. AID 720700. purified PLC-gamma1, fluorogenic substrate, fluorescence; in the data active = inhibition above about 9.5%
# Target sequence (P19174 whole entry, looked up): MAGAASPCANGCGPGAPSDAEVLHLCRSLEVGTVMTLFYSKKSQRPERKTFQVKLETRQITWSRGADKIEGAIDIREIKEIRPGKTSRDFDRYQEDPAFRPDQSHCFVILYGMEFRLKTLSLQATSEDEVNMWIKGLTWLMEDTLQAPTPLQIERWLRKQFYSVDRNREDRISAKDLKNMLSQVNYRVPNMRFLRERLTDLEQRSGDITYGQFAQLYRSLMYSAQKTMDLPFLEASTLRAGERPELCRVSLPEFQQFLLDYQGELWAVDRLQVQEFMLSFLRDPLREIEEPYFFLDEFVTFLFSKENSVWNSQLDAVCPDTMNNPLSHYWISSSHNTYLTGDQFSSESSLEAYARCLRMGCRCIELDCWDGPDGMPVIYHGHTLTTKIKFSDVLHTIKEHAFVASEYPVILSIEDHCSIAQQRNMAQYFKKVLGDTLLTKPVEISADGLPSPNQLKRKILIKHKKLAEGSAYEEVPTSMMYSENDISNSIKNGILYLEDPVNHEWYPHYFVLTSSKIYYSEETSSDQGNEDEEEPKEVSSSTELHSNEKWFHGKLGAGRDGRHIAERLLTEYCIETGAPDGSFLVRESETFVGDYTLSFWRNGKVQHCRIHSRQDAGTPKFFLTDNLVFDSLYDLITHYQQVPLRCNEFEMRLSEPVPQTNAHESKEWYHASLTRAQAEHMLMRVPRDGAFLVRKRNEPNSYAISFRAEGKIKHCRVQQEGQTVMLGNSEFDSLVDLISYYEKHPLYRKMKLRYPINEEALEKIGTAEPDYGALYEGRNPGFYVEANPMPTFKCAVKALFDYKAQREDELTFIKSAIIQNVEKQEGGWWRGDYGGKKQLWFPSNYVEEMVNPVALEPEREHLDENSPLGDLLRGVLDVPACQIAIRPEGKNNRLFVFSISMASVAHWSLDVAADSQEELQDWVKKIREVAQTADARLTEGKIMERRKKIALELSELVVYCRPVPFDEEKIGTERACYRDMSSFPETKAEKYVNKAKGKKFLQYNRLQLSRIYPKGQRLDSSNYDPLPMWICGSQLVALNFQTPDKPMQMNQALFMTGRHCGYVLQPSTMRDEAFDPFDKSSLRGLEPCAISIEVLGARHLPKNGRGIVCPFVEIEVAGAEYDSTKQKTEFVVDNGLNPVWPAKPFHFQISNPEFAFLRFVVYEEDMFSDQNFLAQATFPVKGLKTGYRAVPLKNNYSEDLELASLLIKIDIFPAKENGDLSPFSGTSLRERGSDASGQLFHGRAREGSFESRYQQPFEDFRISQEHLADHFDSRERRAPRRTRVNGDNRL
# ssDAF-12 act – activators of S. stercoralis DAF-12 nuclear receptor. activation, % at 6.8 µM. actives 1% (n = 370,000). HEK293 ssDAF-12/GRIP1 lit1-tk-luc reporter, luminescence; % of 3 µM dafachronic acid response;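 active = activation above the mean over all tested compounds plus 3 SD, cut at about 0.9% in these data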;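 note: 0% = DMSO-only wells and 100% = 3 µM delta7-dafachronic acid wells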
# ADAM17 inh – ADAM17 inhibition, QFRET primary screen; P78536; recombinant ADAM17, EDANS/DABCYL FRET peptide cleavage; inhibition, % at 6.95 µM; actives 0.83% (n = 370,000);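 active = inhibition above the mean of compounds lying between control limits plus 3 SD, set per campaign, cut at about 8.5% in these data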;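 note: 0% = DMSO-only wells as the low control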
# sPLA2-III inh – Inhibits HGIII-sPLA2 liposome hydrolysis, primary screen | AID 743126 | Q9NZ20 | actives 0.56% (n = 370,000) | inhibition, % at 12.2 µM | QFRET BODIPY PC-A2 liposome hydrolysis, fluorescence;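 active = inhibition above mean plus 3 SD of compounds lying within the high and low control bounds, cut at about 19% in these data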;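 note: 0% = median of test compound wells and 100% = no enzyme DMSO wells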
# hgDAF12 agonist – activates the H. glycines DAF-12 receptor ligand-binding domain. activation, % at 6.8 µM. actives 1.8% (n = 370,000). AID 687014. HEK293 GAL4-hgDAF12 UAS-luciferase reporter, agonist luminescence; normalized to butyrate control;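 active = activation above a cutoff set at the mean of all screened compounds plus 3 SD, cut at about 10% in these data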;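 note: 0% = DMSO wells and 100% = sodium butyrate wells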
# hcDAF-12 act – activators of H. contortus DAF-12 nuclear receptor | HEK293 hcDAF-12 lit1-tk-luc reporter, luminescence; 0% DMSO, 100% Δ7-dafachronic acid | activation, % at 6.8 µM | actives 1.4% (n = 370,000) | AID 652067;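 active = activation above the mean of all tested compounds plus 3 SD, cut at about 5.5% in these data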;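 note: 100% = response to 3 µM Δ7-dafachronic acid high control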
# DAX1 inh-2 – blocks DAX1 repression of SF-1 activated StAR promoter; actives 1.1% (n = 370,000); HEK293T StAR-luciferase reporter, SF-1/DAX-1 repression relief; AID 652010; inhibition, % at 6.8 µM;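 active = inhibition above the mean over all tested compounds plus 3 SD, cut at about 3.6% in these data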;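 note: 0% = DAX-1 cells with DMSO and 100% = cells lacking DAX-1 with DMSO; higher inhibition means more luminescence from relief of DAX-1 repression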
# ADAM10 inh – inhibitors of human ADAM10. inhibition, % at 7 µM. O14672. actives 0.62% (n = 370,000). recombinant ADAM10, EDANS/DABCYL FRET peptide cleavage, 3 h;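 active = inhibition above a per-campaign cutoff equal to the mean of compounds falling between control-based bounds plus 3 SD, cut at about 20% in these data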;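 note: 0% = DMSO wells while the 100% control is not disclosed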
# * = called active by the depositor; / = no result given.
SMILES,DAX1 inh-1,FXN GAA850 act,PLC-beta3 inh,PLC-gamma1 inh,ssDAF-12 act,ADAM17 inh,sPLA2-III inh,hgDAF12 agonist,hcDAF-12 act,DAX1 inh-2,ADAM10 inh
COc1ccc(NC(=O)C2(C)Cc3c(-c4cccc(C(F)(F)F)c4)ccnc3O2)cn1 (stereo unspecified),/,-3.9,7,3,-1.9,12*,-17,5.2,-1.7,-0.7,26*
O=C1c2cccnc2C(=O)N1c1cccc(-c2nc3ccccc3o2)c1,0.6,1.7,-13,-10,-1.2,-8,2,-1.0,-0.2,-0.5,-15
CCOC(=O)c1nc(C(=O)NCc2ccc(C)cc2)nc2ccccc12,0.0,-0.3,-8,-1,-0.1,-3,-4,-0.1,3.2,0.4,4
O=C(C1CCCN1S(=O)(=O)c1ccccc1[N+](=O)[O-])N1CCN(c2ccccc2)CC1 (stereo unspecified),/,/,-3,1,-0.1,0,9,-0.8,-1.1,-0.3,-14
Fc1ccc(C2NCCn3cccc32)cc1 (stereo unspecified),1.1,-3.2,-17,-16,-1.2,-5,2,-0.3,0.2,-0.4,-19
CCN(Cc1ccc(OC)c(F)c1)C(=O)c1oc2ccccc2c1COC,-1.0,3.5,5,-5,-0.7,1,-4,-3.2,0.6,-0.5,8
Cc1noc(C)c1CSCC(=O)OCC(=O)Nc1sccc1C#N,0.6,2.0,2,0,-1.0,-2,-5,-0.6,-0.8,-0.8,-7
Cc1nnc(CN(C)C(=O)c2cc(COc3ccc(F)cc3Cl)on2)o1,1.2,5.9,-4,-1,-0.5,1,2,5.5,4.3,5.2*,-9
Cc1cc(NC(=O)CCC(=O)N(CC(=O)NCC2CCCO2)c2ccc(C(C)C)cc2)no1 (stereo unspecified),-0.2,0.7,-4,1,-0.3,-2,-1,0.0,-0.1,-0.1,-1
O=C(CS(=O)(=O)c1ccccc1)c1ccc2c(c1)OCCO2,1.4,5.6,-10,-7,-1.1,1,-5,2.2,1.1,0.6,-3
CC1(OC(=O)C2CCCC2)C(=O)C=C2C=C(c3ccsc3)N(c3ccccc3)C=C2C1=O (stereo unspecified),0.6,-1.9,-37,-50,-0.6,-5,0,3.0,0.7,0.1,-6
Cc1cccc(NS(=O)(=O)c2nnc(NC(=O)c3ccccc3F)s2)c1,0.0,2.7,-14,-14,-1.1,1,-11,-3.0,1.3,0.5,12
CCc1noc(C)c1C(=O)NCCN1C(=O)S/C(=C\c2ccc(OC)cc2)C1=O,-2.0,1.2,-3,5,-0.7,-3,1,-0.3,0.1,2.5,-7
COc1ccc(Nc2nc(N3CCCC3)nc3ccccc23)c(OC)c1,1.1,-2.7,-10,-10,-1.5,-5,-3,3.2,1.3,-1.4,-8
CC(=O)Nc1ccc(Nc2nc(-c3ccccc3)nc3ccccc23)cc1,-2.2,-1.8,-196,-166,-2.3,-4,-12,-0.8,-3.3,-1.9,-3
CCN(CC)C(=O)C1CCCN(Cc2ccccc2C(F)(F)F)C1 (stereo unspecified),1.7,1.4,2,3,-1.9,-3,2,0.9,-0.8,-0.4,-3
Cc1cccc(C(=O)Nc2ccc(O)cc2)c1,0.3,3.2,3,4,-0.1,1,4,2.7,1.8,0.9,12
CCCCN(CCCNC(=O)c1ccc(CS(=O)(=O)c2ccc(OC)cc2)o1)Cc1ccccc1,0.4,1.8,-5,-1,-1.4,-5,-9,1.8,-1.1,-0.6,-11
COc1ccc(NC(=O)CCCN2C(=O)/C(=C\c3ccco3)SC2=S)cc1,-1.5,0.3,-2,-1,-1.5,5,-10,2.7,-0.7,0.0,6
Cc1nn(CCC(=O)NNC(=S)Nc2ccc(F)cc2)c(C)c1[N+](=O)[O-],-0.3,-1.7,4,2,-1.5,0,7,0.1,0.0,-0.5,9
Nc1ccc(S(=O)(=O)Nc2ccnn2-c2ccccc2)cc1,0.5,0.1,0,0,-1.6,-4,-3,0.1,-2.1,-1.1,1
CCN(CC)S(=O)(=O)c1ccc(C(=O)NCC(c2cccs2)N2CCOCC2)cc1 (stereo unspecified),-1.0,0.9,1,4,-1.3,-2,-5,-1.6,-1.5,0.3,2
COC(=O)c1cccc(C23CC4(C2)[C@H](CN(Cc2ccc(C(F)(F)F)cc2)[C@@H]4c2ccccc2)C3c2ccc(C(F)(F)F)cc2)c1 (stereo partly specified),/,/,-1,1,-1.4,-4,2,-3.4,0.2,0.3,4
O=C(N/N=C/c1cccnc1)c1ccc(Cl)c(Cl)c1,0.3,2.2,-9,0,-1.8,-2,0,2.1,-1.1,-0.1,-8
Cc1ccc(-n2ncc3c(NCc4cccnc4)ncnc32)cc1C,0.7,5.0,-8,0,-0.8,1,-6,5.0,0.4,0.5,2

# The list goes on (6 carried over from the part before).
SMILES,DAX1 inh-1,FXN GAA850 act,PLC-beta3 inh,PLC-gamma1 inh,ssDAF-12 act,ADAM17 inh,sPLA2-III inh,hgDAF12 agonist,hcDAF-12 act,DAX1 inh-2,ADAM10 inh
Cc1nn(CCC(=O)NNC(=S)Nc2ccc(F)cc2)c(C)c1[N+](=O)[O-],-0.3,-1.7,4,2,-1.5,0,7,0.1,0.0,-0.5,9
Nc1ccc(S(=O)(=O)Nc2ccnn2-c2ccccc2)cc1,0.5,0.1,0,0,-1.6,-4,-3,0.1,-2.1,-1.1,1
CCN(CC)S(=O)(=O)c1ccc(C(=O)NCC(c2cccs2)N2CCOCC2)cc1 (stereo unspecified),-1.0,0.9,1,4,-1.3,-2,-5,-1.6,-1.5,0.3,2
COC(=O)c1cccc(C23CC4(C2)[C@H](CN(Cc2ccc(C(F)(F)F)cc2)[C@@H]4c2ccccc2)C3c2ccc(C(F)(F)F)cc2)c1 (stereo partly specified),/,/,-1,1,-1.4,-4,2,-3.4,0.2,0.3,4
O=C(N/N=C/c1cccnc1)c1ccc(Cl)c(Cl)c1,0.3,2.2,-9,0,-1.8,-2,0,2.1,-1.1,-0.1,-8
Cc1ccc(-n2ncc3c(NCc4cccnc4)ncnc32)cc1C,0.7,5.0,-8,0,-0.8,1,-6,5.0,0.4,0.5,2
Cn1c(NCCc2ccncc2)nc2cc(-c3cccc(Cl)c3)sc2c1=O,/,5.0,-7,-7,-0.3,-2,-7,1.3,-1.3,1.5,-11
O=S(=O)(c1cccc2cccnc12)N1CCN(c2ccc(F)cc2)CC1,1.3,3.3,0,3,0.0,0,-3,-1.0,-0.9,-0.3,-5
O=C(NCC1CCCCC1)c1cc2ccccc2cc1O,0.4,4.5,-219,-145,-1.3,-6,-52,1.9,-2.3,-1.3,-19
CCN(CC)CCn1c2c(c(SCC(=O)Nc3nc(C)cs3)nc1=O)CCCC2,1.7,3.2,-8,6,-0.7,-3,9,0.2,-0.1,1.5,-12
Cc1ccc(-c2cc(C(=O)N/N=C\c3cnn(C)c3C)c3ccccc3n2)cc1C,3.4,2.3,-8,-5,-1.4,-4,-5,1.6,-0.2,-0.8,-13
O=C(CCC(=O)N1CCCC1)Nc1ccc([N+](=O)[O-])cc1,-0.3,1.2,-3,1,-1.5,1,11,-1.6,1.5,0.3,-5
CCN1/C(=C2\SC(=S)N(Cc3ccccc3)C2=O)Sc2ccccc21,0.2,-1.7,1,2,-1.0,-2,-1,2.2,1.1,0.0,0
COc1cc(-c2cnc3c(NC=O)cc(-c4ccsc4)cn23)cc(OC)c1OC,/,-0.9,-46,-34,-1.4,-5,3,-4.8,-1.9,-3.1,-35
O=C(NCc1ccc2c(c1)OCO2)c1cc2ncc(Br)cn2n1,1.8,-1.0,-12,-12,-0.8,-3,-1,-1.2,-0.7,-0.1,2
COc1cc(OC)c(OC)cc1/C=C(\C#N)C(=O)NCc1cccs1,0.0,1.5,-13,-6,-0.5,1,7,0.4,-0.6,-0.4,0
O=C(O)c1cc(-c2ccc(/C=N/NC(=S)Nc3ccccc3)o2)ccc1Cl,/,0.5,-96,-88,-0.6,-20,3,-2.1,1.6,-0.6,-61
CCOC(=O)c1[nH]c(C)c(CN(CCc2ccccc2)C(=O)CCC(=O)O)c1C,0.1,-0.6,-16,3,-0.6,0,0,1.6,-0.9,0.1,6
Cc1ccc(-c2cc(C(=O)Nc3ccccn3)c3ccccc3n2)o1,-1.0,-1.7,-481,-386,-1.0,-22,1,-2.5,0.2,-0.3,-67
COCCn1c(SCC(=O)Nc2cccc(C)n2)nnc1-c1ccco1,0.4,0.9,2,1,-0.7,-2,4,-0.9,-0.1,-0.2,5
FC(F)(F)c1ccccc1Cc1c(-c2cccc(Br)c2)nc2ccc(Br)cn12,/,/,-4,-7,-0.4,1,-17,1.0,2.3,-0.4,9
CCOC(=O)C(CC1=CS(=O)(=O)c2ccc(Cl)cc21)(NC(C)=O)C(=O)OCC,0.4,0.6,1,-1,-0.8,-1,-1,-0.5,-1.4,-0.3,-7
CCOc1ccc(C(=O)NC(=S)Nc2ccccc2OC)cc1[N+](=O)[O-],-0.3,0.3,-1,3,-1.4,-1,15,0.5,-2.0,-0.3,10
COc1ccc(CCNC(=O)CSc2nc3sc(C(=O)O)c(C)c3c(=O)[nH]2)cc1OC,0.0,1.4,-9,1,-0.8,-6,7,2.6,0.4,-3.7,-18
COc1ccc2[nH]c(=O)c(CN(Cc3ccccc3)C(=S)NCC3CCCO3)cc2c1 (stereo unspecified),0.3,-0.8,-5,-2,-1.6,-6,-1,-1.8,-1.8,-0.8,-24
CCO[C@H]1OC(C(=O)Nc2ccccc2)=C[C@@H](C)[C@@H]1CCCO,-0.1,3.2,4,1,-0.5,-4,6,-1.6,-1.6,-0.3,2
CCCn1c(SCC(=O)Nc2nnc(C(C)C)s2)nc2c1c(=O)n(C)c(=O)n2C,0.0,2.4,5,3,-1.2,1,2,-0.3,-0.6,-0.5,1
C[C@@H]1CN([C@H](C)CO)C(=O)CCCn2cc(nn2)CO[C@H]1CN(C)C(=O)Nc1ccc(F)cc1,0.9,0.1,4,2,-1.1,-1,8,-0.5,0.5,0.7,-13
CC1(C)C2CCC1(CS(=O)(=O)NCc1ccc(C(=O)O)cc1)C(=O)C2 (stereo unspecified),1.0,1.4,2,0,-1.4,-3,-4,0.0,-1.4,-0.8,-1
CCNC(=O)NC1(C(=O)Nc2ccc3c(c2)OCCO3)CCCCC1,1.0,-1.1,4,3,-1.1,2,1,-2.9,0.2,-0.3,6
CC(C)Cn1c(SCC(=O)NC2CC2)nc2ccc(Cl)cc2c1=O,2.2,0.5,4,1,-1.4,-1,-3,-0.5,1.4,1.8,0
COCC(=O)N[C@H]1C[C@@H]2O[C@@H](CO)CC[C@@H]2O[C@@H]1CCc1ccc(-c2ccccc2)cc1,/,/,-1,2,-0.8,-4,-7,0.7,-2.4,-1.1,-4
O=[N+]([O-])c1ccc(S(=O)(=O)NNC(=S)NCCc2ccccc2)cc1,0.2,-0.3,-6,0,-1.0,-4,6,2.5,-2.6,-1.7,-5
CC1(C)C(=O)OC(c2ccccc2)C2(CCCC2)C1=O (stereo unspecified),-1.2,2.5,-2,3,-1.4,-3,-2,-2.2,-2.0,-0.6,-7

# The order is random. About 6.9% of those tested had a hit in this group.
